VP16 counter – Gal4-VP16 reporter inhibition counter-screen; Drosophila S2 Gal4-VP16 UAS-luciferase, luminescence, 20 h; Potency, µM (titrated, usually from 53.6 µM), for inactives: at the top dose activity, negative = inhibition, actives largely listed as inhibitors; 310,000 tested, 3.5% active; AID 2546;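 note: Gal4-VP16 expression switched on by copper sulfate through the metallothionein promoter; potency is the fitted concentration of half-maximal effect; % is set by controls: 0 for no effect and ±100 for the full control effect; nearly all actives have a fitted effect of over 50% in size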
NPC1 prom act – activates the NPC1 promoter; Huh7 NPC1 promoter luciferase reporter, 24 h; Potency, µM (titrated, usually from 9.22 µM), inactives show top-dose activation, usual class: activators; 320,000 tested, 2.4% active;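 note: potency is the fitted concentration of half-maximal effect; % of control where 0% means no effect; nearly all actives have a fitted effect of over 60% in size; reporter is driven by a mutant NPC1 promoter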
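Compounds in DMSO were transferred onto Huh7 NPC1-luciferase reporter cells pre-incubated 2 h; after 24 h at 37 °C, Amplite reagent was dispensed and luminescence recorded 10 min later.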
ELG1 genotox – inducers of genotoxicity in HEK293T ELG1-luciferase cells; HEK293T ELG1-luciferase reporter, luminescence, 16 h; Potency, µM (highest dose often 46 µM), for inactives: top-dose activity change, positive = activation, most hits filed as activators; 330,000 tested, 1.3% active; AID 504466; note: potency is the fitted concentration of half-maximal effect; % of control where 0% means no effect; nearly all actives have a fitted effect of over 60% in size
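Genotoxic stress is detected as increased luminescence from luciferase-tagged ELG1 in HEK293T cells, measured with ONE-Glo after a 16 hr treatment at 37 °C.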
Tb PFK block – T. brucei PFK enzyme inhibition; AID 485367; T. brucei PFK, ADP-Glo luminescence; 330,000 tested, 0.17% active; Potency, µM (series often up to 57.5 µM), inactives show at the top dose activity, negative = inhibition, most hits filed as inhibitors;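 note: potency is the fitted concentration of half-maximal effect; 0% = uninhibited 1x PFK enzyme wells and -100% = no-enzyme wells; nearly all actives have a fitted effect of over 60% in size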
Target sequence (O15648 whole entry, looked up): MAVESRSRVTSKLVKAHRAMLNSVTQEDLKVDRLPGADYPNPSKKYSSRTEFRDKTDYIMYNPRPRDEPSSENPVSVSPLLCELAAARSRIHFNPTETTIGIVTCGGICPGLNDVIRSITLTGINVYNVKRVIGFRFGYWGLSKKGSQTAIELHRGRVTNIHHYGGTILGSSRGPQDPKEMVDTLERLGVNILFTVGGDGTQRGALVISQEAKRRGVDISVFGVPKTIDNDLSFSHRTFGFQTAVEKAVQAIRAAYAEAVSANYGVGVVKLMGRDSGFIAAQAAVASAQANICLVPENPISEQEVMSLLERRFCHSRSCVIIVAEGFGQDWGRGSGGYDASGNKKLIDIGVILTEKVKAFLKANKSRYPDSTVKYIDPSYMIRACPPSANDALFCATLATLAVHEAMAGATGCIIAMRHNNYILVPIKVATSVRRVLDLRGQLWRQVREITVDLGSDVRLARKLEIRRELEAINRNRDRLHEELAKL
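ADP-Glo luminescence quantified ADP after 45 min at room temperature, with 1.25 nM T. brucei PFK, 0.1 mM ATP and 0.5 mM fructose-6-phosphate in pH 8.0 TEA buffer. qHTS titrations up to 57 µM; curves classified by quality.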
TRPV1 agonist – human TRPV1 agonism. Q8NER1. TRPV1-expressing cells, Fluo-8 calcium influx, agonist mode. activation, % at 8.33 µM. 320,000 tested, 0.19% active; in the data active = activation above about 80%; inconclusive = between about 30% and that limit; note: 0% is about no effect
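Cells expressing TRPV1 were dye-loaded with Fluo-8 and read kinetically: 10 s baseline, 3 min after compound (agonist portion), then 2 min after EC20 capsaicin (allosteric enhancer portion). Calcium-bound dye fluorescence at 480/520 nm.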
p53 reactivation – mutant p53 re-activation in reporter cells | H1299 p53-A138V BP100-luciferase reporter, luminescence, 24 h | Potency, µM (top dose mostly 92.2 µM), for inactives: at the top dose activity change, positive = activation, actives largely listed as activators | 320,000 tested, 0.063% active | AID 504706; note: potency is the fitted concentration of half-maximal effect; % of control where 0% means no effect; nearly all actives have a fitted effect of over 45% in size
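p53-null H1299 cells stably carrying temperature-sensitive p53-A138V and a BP100-luciferase reporter were pinned with compounds (4-point, 1:5 series) and held 24 hrs at 37 deg C. Luminescence was read 10 min after detection reagent.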
BRCA1 expr up – BRCA1 expression activation; MCF7-BRCA1-FFLuc reporter, luminescence, 48 h; response scale: scaled: vehicle 0%, 10 µM genistein 100%; Potency, µM (titrated, usually from 46.1 µM), without a hit: at the highest dose activation, usual class: activators; 380,000 tested, 1.1% active; AID 624202; note: potency is the fitted concentration of half-maximal effect; nearly all actives have a fitted effect of over 80% in size; some results filed as inactive show a strong effect at the top dose
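Luminescence from a BRCA1-driven firefly luciferase in MCF7 cells was the read-out, taken 15 min after substrate addition following 48 h compound exposure at 37 °C. Data were normalized to a 10 microM genistein control and DMSO vehicle.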
FLuc counter – inhibits or activates purified firefly luciferase, miR-21 counter-screen. P08659. purified FLuc, Km substrates, luminescence inhibition. Potency, µM (highest dose often 57.5 µM), without a hit: at the highest dose activity change, negative = inhibition, actives largely listed as inhibitors. 360,000 tested, 6.9% active. AID 588342;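 note: potency is the fitted concentration of half-maximal effect; plate controls were vehicle for no effect and reference inhibitor for full effect; nearly all actives have a fitted effect of over 55% in size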
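Biochemical qHTS of compounds, final roughly 60 µM downward over six points, against 10 nM purified firefly luciferase using Km concentrations of substrates (10 uM D-luciferin, 10 uM ATP) in Tris acetate pH 7.5 buffer; luminescence output.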
ELG1 repair inh – inhibitors of ELG1-dependent DNA repair in HEK293T cells | HEK293T ELG1-luciferase reporter, luminescence, 16 h; DNA damage induced by 5-fluorouridine | Potency, µM (series often up to 46.1 µM), without a hit: top-dose activity change, negative = inhibition, actives largely listed as inhibitors | 330,000 tested, 2.3% active | AID 504467; note: potency is the fitted concentration of half-maximal effect; % is set by controls: 0 for no effect and ±100 for the full control effect; nearly all actives have a fitted effect of over 55% in size
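HEK293T cells expressing luciferase-tagged ELG1 (2,000/well) received 5-Fluorouridine plus compound or DMSO for 16 hr at 37 °C. Luciferase was read by ONE-Glo luminescence after 30 min at room temperature.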
RORg inh – blocks mouse ROR gamma transcriptional activity. P51450. Drosophila S2 Gal4-RORgamma UAS-luciferase reporter, 20 h. Potency, µM (titrated, usually from 53.6 µM), for inactives: at the top dose activity change, negative = inhibition, usual class: inhibitors. 310,000 tested, 5.4% active. AID 2551; note: potency is the fitted concentration of half-maximal effect; % is set by controls: 0 for no effect and ±100 for the full control effect; nearly all actives have a fitted effect of over 60% in size
Target sequence (P51450 whole entry, looked up, the tested form may be a part): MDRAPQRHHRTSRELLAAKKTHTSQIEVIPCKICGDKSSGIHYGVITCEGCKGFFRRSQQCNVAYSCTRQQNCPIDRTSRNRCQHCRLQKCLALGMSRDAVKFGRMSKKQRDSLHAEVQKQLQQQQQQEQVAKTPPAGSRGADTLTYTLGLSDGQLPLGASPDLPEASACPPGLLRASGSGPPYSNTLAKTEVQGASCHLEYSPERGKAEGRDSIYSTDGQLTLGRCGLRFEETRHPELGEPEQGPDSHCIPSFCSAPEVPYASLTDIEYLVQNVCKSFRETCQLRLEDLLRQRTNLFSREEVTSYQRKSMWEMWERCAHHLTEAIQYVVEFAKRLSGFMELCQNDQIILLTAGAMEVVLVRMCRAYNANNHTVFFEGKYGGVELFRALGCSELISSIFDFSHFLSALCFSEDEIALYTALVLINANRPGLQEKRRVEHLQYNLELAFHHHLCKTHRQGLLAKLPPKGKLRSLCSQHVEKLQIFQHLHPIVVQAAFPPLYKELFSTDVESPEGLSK
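ROR gamma transcriptional activity was tracked as Gal4-UAS luciferase output in stably transfected Drosophila Schneider cells, with compound added 1 hr before 700 uM copper sulfate induction and a 20 hr ambient-temperature incubation.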
Rab9 prom act – activators of Rab9 promoter; Huh7 Rab9 promoter-luciferase reporter, luminescence, 24 h; Potency, µM (series often up to 9.22 µM), for inactives: at the top dose activation, negative = inhibition, hits mostly activators; 320,000 tested, 2.8% active; AID 485297; note: potency is the fitted concentration of half-maximal effect; % of control where 0% means no effect; nearly all actives have a fitted effect of over 60% in size
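Using Huh7 cells stably transfected with Rab9 promoter–luciferase, compounds were incubated 24 h at 37 °C, 5% CO2; luciferase luminescence was read 10 min after reagent addition.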
* hit, by the source's call; u = inconclusive; x = not tested or not shown; [ ] = remark or other dose. Unless noted, calls come from the whole dose curve; as a rule, active = well fitted curve in the direction sought with a large enough effect; inconclusive = small, poorly fitted or top-dose-only effect, or another doubt; inactive = no such curve, though single readings can be large; an effect the other way counts as inactive or inconclusive. Not a hit list. About 15% of those tested had a hit in this group.

SMILES	VP16 counter	NPC1 prom act	ELG1 genotox	Tb PFK block	TRPV1 agonist	p53 reactivation	BRCA1 expr up	FLuc counter	ELG1 repair inh	RORg inh	Rab9 prom act
CC(C)N=C1SC(CC(=O)Nc2ccccc2)C(=O)N1C(C)C (stereo not given)	1%	-8%	-7%	6%	u	-2%	-2%	0%	-11%	0%	1%
Cc1ccccc1SCC(=O)OCC(=O)NCCNC(=O)COC(=O)CSc1ccccc1C	x	-3%	1%	-3%	4	-2%	5%	8%	u	x	-4%
CN(C(=O)CCN1C(=O)/C(=C/c2ccccc2)SC1=S)C1CCS(=O)(=O)C1 (stereo not given)	0%	-21%	0%	0%	8	2%	1%	u	17%	-12%	-17%
COc1ccccc1NC(=O)CNS(=O)(=O)c1ccccc1	-1%	0%	1%	1%	-4	-3%	1%	5%	-4%	39%	-1%
COc1cccc(CN(C)C(=O)c2cccc(NC(=O)CC3SC(N4CCCCC4)=NC3=O)c2)c1OC (stereo not given)	x	-4%	-5%	0%	1	-19%	6%	-15%	u	x	-2%
Cc1cccc(N2CCN(C(=O)COc3cc(=O)n(C)c4ccccc34)CC2)c1C	-6%	-3%	-1%	0%	1	-1%	-7%	3%	u	u	2%
COc1ccc(Nc2nc(C)nc3sc4c(c23)CCC4)cc1O	-11%	-11%	2%	0%	20	2%	-54%	6%	-6%	-26%	-7%
CC(=O)c1c(N2CCOCC2)nc(=S)n(-c2cc(C)ccc2C)c1C	21%	5%	1%	-7%	0	9%	-1%	-14%	16%	u	-1%
CCOC(=O)CNC(=O)c1ccc(Cl)s1	12%	-5%	-2%	3%	0	-4%	-20%	-11%	4%	4%	-2%
C/C(=N\Nc1cc(N2CCCCC2)nc(C)n1)c1ccc(Br)cc1	6.3µM*	-11%	-17%	1%	17	x	-45%	4%	16µM*	u	-13%
Cc1cccc(NC(=O)c2c([N+](=O)[O-])c(C(C)(C)C)nn2C)c1	-23%	-5%	-3%	0%	u	0%	-18%	4%	5%	3%	-7%
Cc1cccc(C)c1N1C(=O)CN(Cc2ccccc2)C1=S	5%	-3%	0%	3%	21	-6%	-3%	-1%	3%	-10%	-2%
CCOC(=O)c1sc(=S)n(-c2ccccc2)c1NC(C)=O	3%	-4%	-1%	1%	-2	3%	-3%	5%	-2%	-9%	-8%
COC(=O)c1cc(Br)c(=O)n(Cc2ccncc2)c1	-1%	-3%	-2%	9%	2	2%	-8%	3%	-1%	-25%	0%
COc1cccc(COc2ccc3ccc(=O)oc3c2)c1	4%	u	u	0%	0	u	u	13µM*	u	-18%	3.2µM*
CC1(C)CC(=O)C2=C(C1)NC(Nc1nc3ccccc3o1)=NC21CCCC1	-8%	-1%	2%	-1%	-7	0%	-18%	2%	u	-15%	-2%
COc1ccc(N2CCN(C(c3cc4ccc(C)cc4[nH]c3=O)c3nnnn3C3CCCC3)CC2)cc1 (stereo not given)	4%	-4%	-8%	3%	3	2%	-57%	13%	-21%	17%	13%
Cc1ccc(S(=O)(=O)Cn2cnnn2)cc1	1%	0%	8%	1%	1	5%	6%	2%	0%	-9%	0%
Cc1cccc(C(=O)c2cn[nH]c2-c2ccccc2O)c1	2%	1%	4%	-7%	-4	7%	15%	-2%	0%	-11%	-1%[1.84 µM]
Cn1c(=O)c2c(nc(SCC(=O)NCc3ccc4c(c3)OCO4)n2Cc2ccc(F)cc2)n(C)c1=O	-8%	1%	-2%	1%	2	8%	-20%	-2%	u	1%	-5%

Three compounds drawn at random from the list so far, as already listed:
SMILES	VP16 counter	NPC1 prom act	ELG1 genotox	Tb PFK block	TRPV1 agonist	p53 reactivation	BRCA1 expr up	FLuc counter	ELG1 repair inh	RORg inh	Rab9 prom act
COc1ccccc1NC(=O)CNS(=O)(=O)c1ccccc1	-1%	0%	1%	1%	-4	-3%	1%	5%	-4%	39%	-1%
Cc1cccc(NC(=O)c2c([N+](=O)[O-])c(C(C)(C)C)nn2C)c1	-23%	-5%	-3%	0%	u	0%	-18%	4%	5%	3%	-7%
Cc1cccc(C)c1N1C(=O)CN(Cc2ccccc2)C1=S	5%	-3%	0%	3%	21	-6%	-3%	-1%	3%	-10%	-2%

Further records:
SMILES	VP16 counter	NPC1 prom act	ELG1 genotox	Tb PFK block	TRPV1 agonist	p53 reactivation	BRCA1 expr up	FLuc counter	ELG1 repair inh	RORg inh	Rab9 prom act
O=C(COC(=O)c1cc(=O)[nH]c2ccccc12)Nc1ccc(F)cc1F	x	x	-2%	-1%	x	-10%	-14%	x	-4%	x	x
CCN(CC(=O)Nc1c(F)cccc1F)C(=O)/C=C/c1ccc(OCC#N)c(OC)c1	x	0%	1%	0%	-1	-8%	-16%	6%	1%	x	-6%
CC(C)CCn1c(=O)c2ccccc2n2c(=S)[nH]nc12	13µM*	-3%	10%	-3%	0	-6%	-16%	3%	-1%	4µM*	0%
Cc1nnnn1CC(=O)Nc1cccc([N+](=O)[O-])c1	2%	-5%	-3%	0%	-1	-4%	-15%	-1%	7%	5%	1%
COCCSc1nnc(NC(=O)C2CCCCC2)s1	12%	2%	7%	-2%	3	u	9%	-18%	u	39%	17%
COc1ccc(C(=O)N2CCN(S(=O)(=O)c3ccc(C)cc3C)CC2)cc1OC	3%	0%	1%	0%	-1	-7%	-6%	-2%	u	19%	-2%
O=C(O)C(c1ccccc1)N1C(=O)c2ccccc2C1=O (stereo not given)	2%	0%	-3%	8%	-3	x	0%	5%	-10%	-35%	9%
CCOC(=O)c1c(C)n(C)c2ccc(OCC(O)CNCCc3ccccc3)cc12 (stereo not given)	1%	1%	-3%	-10%	11	-4%	-33%	-3%	u	-12%	-6%[1.84 µM]
CCOc1ccc(CN2CCCC(CO)(Cc3ccccc3F)C2)cc1 (stereo not given)	-10%	-3%	-7%	0%	3	-6%	-8%	1%	-13%	-17%	0%
CCOc1ccccc1C(=O)OCC(=O)Nc1cc(S(=O)(=O)N2CCOCC2)ccc1C	x	-2%	-5%	3%	3	16%	-15%	1%	u	x	-4%
CCN(CC)C(=O)c1sc(N)c(C(=O)OC(C)C)c1C	5%	-5%	-2%	0%	-3	-8%	-13%	0%	0%	2%	-1%
Cc1coc(C)c1C(=O)CC1(O)C(=O)N(CCc2ccccc2)c2ccccc21 (stereo not given)	-16%	4%	0%	-2%	11	6%	-59%	0%	u	u	12%
Cc1ccc(NC(=S)NC(C)(C)C)c([N+](=O)[O-])c1	7.9µM*	1%	2%	-1%	30	6%	50%	-6%	u	3.2µM*	4%
CC(C)N(Cc1nc(-c2ccc(Cl)cc2)no1)C(=O)CCCN1C(=O)c2ccccc2C1=O	-10%	-2%	-11%	6%	x	-3%	0%	4%	23µM*	-1%	-22%
Cc1cccc(NC(=O)CSCC(=O)Nc2ccc(S(=O)(=O)N3CCCC3)cc2)c1	x	-3%	-13%	1%	15	-4%	-7%	2%	u	x	-1%
CCn1ccc(C(=O)NC2C(=O)N3C(C(=O)O)=C(C)CSC23)n1 (stereo not given)	3%	-5%	1%	2%	-2	-2%	12%	u	-17%	-19%	-2%
O=C(OCc1csc(-c2ccccc2)n1)c1ccc(O)cc1	-2%	17%	u	0%	22	2%	50%	19µM*	u	-2%	u
O=C(NCc1ccccc1)c1cccc(COc2cccc(Cl)c2)c1	3%	u	1%	-4%	21	5%	48%	-12%	u	43%	u
O=C1CC(c2cccs2)Cc2nc(NCC3CCCO3)ncc21 (stereo not given)	-7%	-7%	1%	-1%	12	-6%	5%	4%	5%	u	2%
COc1ccc(N(CC(=O)NCc2ccc(C)cc2)S(=O)(=O)c2ccccc2[N+](=O)[O-])c(OC)c1	-12%	-7%	-2%	2%	3	2%	-33%	7%	-10%	2%	-9%
O=C(c1cc(COc2ccc3ncccc3c2)on1)N1CCCC1	13µM*	-11%	4%	3%	0	0%	-32%	u	u	u	-15%
COc1ccc(-c2nc3c4ccccc4ccn3c2CN2CCCCC2)cc1	-13%	-1%	-8%	-5%	7	-2%	-66%	0%	u	7.9µM*	1%
COc1cc2[nH]cc(C(=O)NCCc3ccccc3)c(=O)c2cc1OC	3%	-3%	-5%	0%	3	5%	4%	-3%	u	u	12%
CC1=CCC(/C=N\Nc2nnc3c(n2)[nH]c2ccccc23)CC1 (stereo not given)	-5%	u	u	-2%	-6	u	x	1.5µM*	u	1%[10 µM]	u
O=C(N/C(C(=O)N1CCOCC1)=C(\Sc1ncccn1)c1ccccc1)c1ccccc1	-6%	-3%	-10%	-2%	1	-4%	-18%	0%	23µM*	0%	2%
CNc1nc(-c2ccccc2)nc(-c2ccc(OC)cc2)c1C#N	-8%	-7%	2%	-2%	0	2%	-13%	1%	14%	-13%	-4%
